# Cneo AK release: Cryptococcus neoformans cell lysis inducers, primary screen, AK release luminescence, single concentration; lysis activity, % at 15 µM; AID 651654, 2012; C. neoformans lysis, adenylate kinase release luminescence, 4 h; normalised: neutral wells 0, clomiphene wells 100; 360,000 compounds, 0.2% hits;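 active means mean lysis activity across replicates of at least 80%, whatever share of replicates individually reach that level; inactive means mean lysis activity below 80%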
#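 Signal: Adenylate kinase release luminescence | Assay system: Log-phase Cryptococcus neoformans yeast cells | Input: Cells at 5 × 10^6 per mL | Buffer or medium: Fresh YPD growth medium | Compound: Single dose | Schedule: Static 4 h at 37 °C with compound, 1 h detection | Controls: Clomiphene | Read-out: Luminescence rise reflecting yeast cell lysis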
# RAD52 anneal inh: RAD52 DNA annealing inhibitors, primary screen, biochemical, FRET, single point, set 2. DNA repair protein RAD52 homolog (Homo sapiens), P43351. recombinant RAD52 DNA annealing, FRET fluorescence. inhibition, % at 18.7 µM. 360,000 compounds, 0.46% hits. AID 651710, 2012;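 active means every replicate showing at least 50% inhibition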
# ERAP1 inh: human ERAP1 aminopeptidase inhibitors, primary screen, biochemical, single point, plate reader; inhibition, % at 10.7 µM; 340,000 compounds, 0.15% hits; AID 652197, 2013; recombinant ERAP1, Leu-AMC fluorescence, 60 min;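 active means mean replicate inhibition of at least 30%, or all replicates individually reaching that 30% level; inactive means mean below 30% and not every replicate reaching it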;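 further: 0% = neutral control wells and 100% = L-leucinethiol positive control wells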
# RAD54 branch: inhibitors of human RAD54 branch migration, primary screen, biochemical, fluorescence, single point | 360,000 compounds, 0.14% hits | DNA repair and recombination protein RAD54-like (Homo sapiens), Q92698 | RAD54 Holliday junction branch migration, FAM/BHQ fluorescence | inhibition, % at 10.4 µM;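 active means mean normalized replicate activity at least 40 and at least half of replicates scoring 40 or more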;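 further: 0% = median of neutral control wells and 100% = median of positive control wells; inhibitors cause a drop in the FAM fluorescence signal; in these data hits start at about 50%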
# Target sequence (Q92698 whole entry, looked up): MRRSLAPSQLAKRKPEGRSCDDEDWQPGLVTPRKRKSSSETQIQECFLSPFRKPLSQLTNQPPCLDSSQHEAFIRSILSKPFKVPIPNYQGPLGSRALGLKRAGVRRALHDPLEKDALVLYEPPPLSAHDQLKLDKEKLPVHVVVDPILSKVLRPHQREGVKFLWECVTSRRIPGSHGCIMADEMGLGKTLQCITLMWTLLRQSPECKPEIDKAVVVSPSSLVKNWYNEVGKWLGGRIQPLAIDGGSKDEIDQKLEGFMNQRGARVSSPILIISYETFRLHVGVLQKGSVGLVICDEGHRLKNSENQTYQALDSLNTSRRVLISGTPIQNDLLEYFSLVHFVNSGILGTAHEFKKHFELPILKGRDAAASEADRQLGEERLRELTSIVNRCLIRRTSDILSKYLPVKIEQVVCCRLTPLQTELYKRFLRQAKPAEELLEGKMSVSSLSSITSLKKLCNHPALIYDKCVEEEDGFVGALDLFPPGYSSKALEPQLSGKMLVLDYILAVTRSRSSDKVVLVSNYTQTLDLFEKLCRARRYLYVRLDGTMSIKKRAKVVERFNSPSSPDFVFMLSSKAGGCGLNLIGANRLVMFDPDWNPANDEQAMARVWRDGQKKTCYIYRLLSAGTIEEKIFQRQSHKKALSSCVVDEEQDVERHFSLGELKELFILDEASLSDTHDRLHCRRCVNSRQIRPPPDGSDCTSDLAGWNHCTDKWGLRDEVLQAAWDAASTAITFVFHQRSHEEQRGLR
# PglD DTNB: C. jejuni PglD acetyltransferase inhibitors, primary screen, biochemical, DTNB colorimetric, single point; 360,000 compounds, 0.098% hits; purified PglD enzyme, DTNB colorimetric CoA detection; UDP-N-acetylbacillosamine N-acetyltransferase PglD (Campylobacter jejuni); inhibition, % at 12.5 µM; in the data active means inhibition above about 16%, passing the limit was not always enough; further: strong numbers were not always called active
# PGC1a acetyl inh: inhibitors of PGC1a acetylation signal, primary screen, cell-based, U2OS, AlphaScreen, inhibitor mode; AlphaScreen anti-acetyl-lysine; with virally co-expressed GCN5 acetyltransferase; 350,000 compounds, 0.17% hits; AID 651687, 2012; inhibition, % at 15.6 µM;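 active means every replicate shows inhibition of at least 40%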;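 further: 0% = neutral control wells and 100% = positive control wells; some results beyond the cut were filed as inactive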
# miR-122 sensor: miR-122 Renilla sensor signal increase in Huh7, primary screen, miR-122 inhibitor project, cell-based, single point, plate reader. Huh7 miR-122 Renilla luciferase sensor, 48 h; neutral wells = 0, positive control = 100. activation (reporter increase), % at 12.5 µM. 340,000 compounds, 0.3% hits;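 active means mean replicate activation score at least 90 and every replicate individually at or above 90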;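 further: higher luciferase means less miR-122 activity so hits act as miR-122 inhibitors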
# E-sel inducer: E-selectin induction in HUVECs, primary screen, imaging, HUVEC, immunofluorescence imaging, single point; P16581; normalized: neutral wells 0, TNF-alpha wells 100; activation, % at 7.58 µM; 260,000 compounds, 0.37% hits;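 active means mean E-selectin-positive cell signal at least 10% of the positive control, reached in at least 60% of replicates, without over 20% cell loss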;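 further: in these data hits start at about 27%; measured in HUVEC primary endothelial cells; signal is the percent of cells scored E-selectin positive by PE staining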
#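 material = human umbilical vein endothelial cells (HUVEC), E-selectin induction | quantity = 3,000 cells/well | medium = EGM-2 growth medium on 0.1% gelatin-coated wells | technique = immunofluorescence imaging | read-out basis = % PE-positive cells | control set = TNF-alpha positive control, DMSO neutral control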
# The depositor's hits bear a star; x = not tested or not shown; & = joins results of further samples; [ ] = remark or other dose. Compounds were not picked by outcome; any-hit rate near 1.4%.
SMILES,Cneo AK release,RAD52 anneal inh,ERAP1 inh,RAD54 branch,PglD DTNB,PGC1a acetyl inh,miR-122 sensor,E-sel inducer
Cc1cccc(COCC(CC(C)C)N2CCN(C(=O)c3ccc(C(C)(C)C)cc3)CCC2=O)c1 (stereo not given),1,-9,-4,-5,-1,10,0,x
CCOC(=O)c1[nH]c(C)c(C(=O)NCCCOC(C)C)c1C,1,-11,-1,-5,-4,19,-2,x
Cc1c(NC(=O)Nc2ccccc2[N+](=O)[O-])c(=O)n(-c2ccccc2)n1C,-1,-5,2,-7,3,6,x,x
COc1ccccc1C(=O)N/C(=C\c1cn(C)c2ccccc12)C(=O)N1CCOCC1,7,-3,8,4,-2,26,36,x
Cc1ccc([C@H]2N[C@]3(CCCN(Cc4ccc(Cl)cc4)C3=O)[C@H]3C(=O)N(C)C(=O)[C@@H]23)cc1,1,-6,0,-1,-3,2,-3,-0.1
O=C1CN(S(=O)(=O)c2cccc(F)c2)C[C@@H]2[C@H](c3ccc(-c4ccccc4)cc3)[C@@H](CO)N12,x,-26,-1,x,x,-10,x,-0.4
CC1(C(=O)O)CCCN(C(=O)c2cc3ccccc3s2)C1 (stereo not given),-3,-19,-2,1,-4,-8,-3,x
COCCNC(=O)C[C@H]1CC[C@@H]2[C@@H](COc3ccc(NC(=O)C4CCOCC4)cc3C(=O)N2C)O1,-3,9,0,-5,-2,0,-5[16.7 µM],-0.1
COc1cccc(C(=O)Nc2cc3c(cc2Br)OCCCO3)c1,1,-7,0,1,-1,-1,-1,x
CC(=O)C1(O)CCC2C3CC(C)C4=CC(=O)C=CC4(C)C3(F)C(O)CC21C (stereo not given),x,-8,-2,x,x,-4,0,0.0
COC(=O)c1sccc1NC(=O)Nc1cc(C)ccc1C,x,-11,1,x,x,0,-6,x
Cc1ccc(S(=O)(=O)N2CCN(c3cnn(C)c(=O)c3Cl)CC2)cc1,1,-4,4,5,-1,-13,-11,x
N=c1sccn1CC(=O)N1N=C(c2ccc(Cl)cc2)CC1c1ccco1 (stereo not given),x,-12,-3,x,x,-16,1,x
CC(=O)c1ccc(NC(=O)[C@@H]2CCCN2C(=O)OC(C)(C)C)cc1,-1,-8,4,0,-5,1,x,x
Cc1ccc(SCC(=O)OCC(=O)N(C)C2CCS(=O)(=O)C2)cc1C (stereo not given),0,-5,2,-5,-1,11,9,0.8
Cc1ccccc1-c1cc(C(=O)NCC2CC2)nn1CC1CC(c2cccc([N+](=O)[O-])c2)=NO1 (stereo not given),0,-6,-3,8,0,x,x,1.3
CN(CC(=O)NC(=O)Nc1ccccc1F)Cc1ccccc1,3,-3,1,-5,0,x,-4,0.6
O=C(CC1SC(N2CCOCC2)=NC1=O)Nc1ccc(F)cc1 (stereo not given),1,-4,-1,1,-6,-2,3,x
C[C@H](CO)N1C[C@H](C)[C@@H](CN(C)C(=O)Nc2ccc(C(F)(F)F)cc2)Oc2ccc(N(C)C)cc2CC1=O,4,0,3,0,0,12,6[16.7 µM],0.8
COc1ccc(C(=O)NCc2c(C)nn(Cc3ccccc3)c2C)cc1S(=O)(=O)N1CCOCC1,-1,13,-1,-5,-1,-5,25,0.3
C[C@H](CO)N1C[C@H](C)[C@@H](CN(C)C(=O)c2cccnc2)Oc2ncc(-c3ccccc3)cc2C1=O,-2,1,-1,0,-3,-5,0[16.7 µM],0.4
COc1ccc(NC(=O)N(C)C[C@@H]2Oc3ccc(NS(=O)(=O)c4ccc(Cl)cc4)cc3C(=O)N([C@@H](C)CO)C[C@H]2C)cc1,2,14,3,-8,3,-6,-1[16.7 µM],-27
O=C([C@H]1[C@H](CO)[C@H]2Cn3c(ccc(-c4ccncc4)c3=O)[C@@H]1N2Cc1ccccc1)N1CCOCC1,2,-1,0,-2,-1,x,-4[16.7 µM],-0.5
CCSc1nc2ccccc2n1CC(=O)N1CCOCC1,0,-16,8,-4,-5,4,-4,0.8
CCOc1ccc(CNc2ccc3c(c2)nc(C)n3C)cc1,0,x,x,-4,-1,5,1,x
CCNC(=O)Nc1ccc2c(c1)C(=O)N(C)[C@H]1CC[C@H](CC(=O)NCc3ccc(F)cc3)O[C@H]1CO2,-1,-21,0,3,0,-5,3[16.7 µM],0.1
C[C@H](CO)N1C[C@H](C)[C@H](CN(C)C(=O)C2CCOCC2)Oc2ncc(-c3cccnc3)cc2C1=O,3,12,-2,-1,2,8,3[16.7 µM],-0.2
COCCCNc1ccn2nc(-c3ccccc3)cc2n1,3,-2,2,0,-7,x,-7,0.8
O=C(C1CCOCC1)N1CC(=O)N2[C@H](CO)[C@H](c3ccc(C#Cc4cccc(F)c4)cc3)[C@@H]2C1,x,5,-2,x,x,-11,x,0.6
COc1ccc(-c2ccc([C@@H]3[C@H](C#N)N(C(=O)NC4CCCCC4)[C@H]3CO)cc2)cc1,-5,-7,0,9,1,-29,x,0.2
Cc1ccc(N2CC(C(=O)OCC(=O)Nc3ccc(F)cc3F)CC2=O)cc1 (stereo not given),0,-4,-1,6,-3,-7,11,x
O=C(NCc1ccc2c(c1)OCO2)c1ccc(CSCc2cccc(Cl)c2)o1,2,-10,1,-3,-1,-2,-3,-0.1
CCOc1cc(N2CCOCC2)c(OCC)cc1NC(=O)COC(=O)COc1cc(C)cc(C)c1,0,-14,-1,-10,3,-7,-6,1.0
C[C@H](CO)N1C[C@H](C)[C@@H](CN(C)C)Oc2ncc(-c3cccc(C#N)c3)cc2C1=O,0,-6,3,2,0,3,-3[16.7 µM],0.0
COc1ccc(S(=O)(=O)N2CCCCC2c2cc(C(=O)NCc3cccnc3)no2)cc1 (stereo not given),0,-22,-1,5,2,1,1,-0.1
C[C@@H]1CN([C@H](C)CO)S(=O)(=O)c2ccc(C#CC3CC3)cc2O[C@@H]1CN(C)C(=O)c1ccncc1,-10,4,-9,3,3,-8,-17[16.7 µM],x
CO[C@@H]1CN(C)C(=O)c2cc(NC(=O)C3CCC3)ccc2OC[C@@H](C)N(Cc2ccc(F)cc2)C[C@@H]1C,-2,11,-3,-21,2,x,-3[16.7 µM],0.1
CCCn1c(NCCO)nc2ccccc21,-1,6,-2,-2,-4,3,-2,x
COc1ccc(CN2C(=O)CCC2(C)C(=O)NC2CCCC2)c(OC)c1 (stereo not given),1,-32,x,-7,-4,1,-2,-0.2
Cc1nn(-c2ccccc2)c(Cl)c1C(=O)Nc1ccccc1,7,x,x,-6,2,x,8,x
Cc1ccc(-c2nnn(CC(=O)N(c3ccccc3)C(C(=O)NCC3CCCO3)c3ccc(Cl)cc3)n2)cc1 (stereo not given),1,x,x,2,5,5,1,x
Cn1c(/C(C#N)=C(\O)c2ccc(S(=O)(=O)N3CCCCC3)cc2)nc2ccccc21,0,-8,-2,3,-6,2,1,x
CC(C)C#Cc1cnc2c(c1)C(=O)N([C@@H](C)CO)C[C@@H](C)[C@H](CN(C)Cc1cccc(F)c1)O2,-2&-1&0,-6&-9&2,-2&5&3,6&-24&-11,-3&5&0,-10&-19&-10,0,0.3
Cc1onc(-c2ccccc2)c1C(=O)Nc1nc2c(s1)C(=O)CC(C)(C)C2,-1,x,x,1,1,-4,1,x
O=C(NCN1CCN(c2ccccc2)CC1)c1cnccn1,-1,-3,-3,1,-7,x,-5,x
O=C(Nc1ccccc1)c1ccccc1CC[N+](=O)[O-],3,x,x,-1,1,-1,-1,x
CC(=O)c1ccc(OCC(O)CN2CCN(CC(O)COc3ccc(C(C)=O)cc3)CC2)cc1 (stereo not given),-1,x,x,8,2,-5,-5,x
COc1ccccc1C(=O)N1C[C@H]2[C@@H](c3ccccc31)[C@@H](CO)N2CC1CCCC1,-1,-9,0,1,3,-13,4[16.7 µM],0.1
O=C(O)CCC(=O)N1CCC(C(=O)c2cccc(Cl)c2)CC1,1,-10,-4,12,6,-3,2,x
CCc1cccc(OCC(=O)Nc2ccc(S(=O)(=O)N3CCCC3)cc2)c1,-1,-71,-3,-7,6,3,5,-0.1
C[C@@H]1CN([C@@H](C)CO)S(=O)(=O)c2ccc(-c3cncnc3)cc2O[C@H]1CN(C)C(=O)Cc1cccnc1,1,17,-4,-8,-4,9,0[16.7 µM],-0.3
CC(C)NC(=O)Nc1cccc2c1O[C@@H](CN(C)S(=O)(=O)c1ccc(F)cc1)[C@@H](C)CN([C@@H](C)CO)C2=O,3,-6,1,1,1,14,0[16.7 µM],-0.1
CCNC(=O)C[C@@H]1CC[C@@H]2[C@@H](COc3ccc(NC(=O)Nc4ccccc4OC)cc3C(=O)N2C)O1,-1,-18,-2,9,-1,3,-7[16.7 µM],0.0
CCC(=O)N(C)C[C@@H]1Oc2ncc(C#Cc3ccccc3OC)cc2C(=O)N([C@H](C)CO)C[C@H]1C,4,-11,1,1,8,8,0[16.7 µM],0.1
O=C1Nc2ccccc2C12Nc1ccccc1-c1nc3ccccc3n12 (stereo not given),-6,x,x,-9,x,-11,3,x
CN1CCN(S(=O)(=O)c2cccc(C#N)c2)C(c2ccccc2)C1 (stereo not given),-8,-7,-5,5,-3,x,x,-1.9
O=c1cc(N2CCOCC2)[nH]c(=O)n1-c1ccc(Br)cc1,0,-9,-9,-1,-1,-5,0,0.3
COc1cc(C2OCC3C(c4cc(OC)c(OC)c(OC)c4)OCC23)cc(OC)c1OC (stereo not given),3,-13,0,4,-10,-13,-3,x
CC(C1CC1)N(Cc1ccccc1)C(=O)NC(=O)c1ccc(F)cc1 (stereo not given),x,9,-1,x,x,-2,x,-1.3
CC1CCC(N(C)C(=O)CN2C(=O)NC(c3ccccc3)(c3ccccc3)C2=O)CC1 (stereo not given),1,-17,-2,-1,2,-9,-6,-0.5

# Additional structures:
SMILES,Cneo AK release,RAD52 anneal inh,ERAP1 inh,RAD54 branch,PglD DTNB,PGC1a acetyl inh,miR-122 sensor,E-sel inducer
COc1ccc(NC(=O)N(C)C[C@H]2Oc3ccc(NC(=O)CCN4CCOCC4)cc3CC(=O)N([C@H](C)CO)C[C@H]2C)cc1,-2,-7,2,-2,3,2,-7[16.7 µM],x
COc1ccc2c3c(n(C)c2c1)[C@@H](CO)N(Cc1ccccc1)CC31CCN(S(=O)(=O)c2ccc(C)cc2)CC1,x,-12,2,x,x,-19,x,-0.6
CO[C@@H]1CN(C)C(=O)c2cc(NC(=O)Nc3ccc(Cl)cc3)ccc2OC[C@@H](C)N(C(=O)Nc2c(C)noc2C)C[C@H]1C,-3,x,x,1,1,-11,-6[16.7 µM],0.0
CC(Sc1nnc(CN2CCCC2)n1Cc1ccccc1)C(=O)Nc1ccc(F)cc1Cl (stereo not given),-2,-1,-1,7,-1,-40,11,0.9
O=C(Cc1nn[nH]n1)Nc1ccc(F)cc1F,0,-5,-1,-10,10,5,-2,x

# Quoted from the listing:
# ERAP1 inh with CC(Sc1nnc(CN2CCCC2)n1Cc1ccccc1)C(=O)Nc1ccc(F)cc1Cl (stereo not given) : -1
# PglD DTNB with COc1ccc(NC(=O)N(C)C[C@H]2Oc3ccc(NC(=O)CCN4CCOCC4)cc3CC(=O)N([C@H](C)CO)C[C@H]2C)cc1 : 3

# Source: PubChem (Broad Institute)
